# Cardio protect – protects H9c2 cardiomyocytes from peroxide injury; H2O2 injury protection, ATPLite, 2 h; protection from H2O2 cell death, % at 20 µM; 360,000 compounds, 0.63% hits; AID 588492;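 active = compounds giving at least 50% protection of heart cells from peroxide-induced death in the single-dose screen, raw or plate-pattern-corrected value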;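 note: 0% = DMSO wells with peroxide and 100% = DMSO wells without peroxide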
# HTR2A ag – agonists of mouse serotonin 5-HT2A receptor (HTR2A). P35363. CHO-K1 mHTR2A beta-arrestin complementation, luminescence; percent of 30 µM serotonin response. activation, % at 7.6 µM. 360,000 compounds, 0.66% hits. AID 624169;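 active = activation above a run cutoff, the mean activation of all tested compounds plus 3 SD, cut at about 14% in these data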;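 note: 0% = plate median of compound wells and 100% = 30 µM serotonin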
# Target sequence (P35363 whole entry, looked up): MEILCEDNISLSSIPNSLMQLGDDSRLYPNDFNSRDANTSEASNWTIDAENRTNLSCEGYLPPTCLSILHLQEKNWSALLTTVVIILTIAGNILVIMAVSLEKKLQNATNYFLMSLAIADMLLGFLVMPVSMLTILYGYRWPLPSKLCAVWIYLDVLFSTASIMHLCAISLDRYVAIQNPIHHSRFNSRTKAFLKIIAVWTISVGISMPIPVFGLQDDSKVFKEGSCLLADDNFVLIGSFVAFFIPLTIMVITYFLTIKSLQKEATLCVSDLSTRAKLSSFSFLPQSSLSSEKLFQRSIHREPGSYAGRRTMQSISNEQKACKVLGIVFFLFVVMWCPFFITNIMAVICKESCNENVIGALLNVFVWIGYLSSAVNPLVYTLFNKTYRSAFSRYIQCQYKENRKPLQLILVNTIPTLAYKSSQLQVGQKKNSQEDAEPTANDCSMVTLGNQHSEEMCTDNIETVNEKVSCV
# Glyco luc inh – blocks N-linked glycosylation in D54 reporter cells; D54 ERlucT glycosylation luciferase reporter, 24 h; percent of 100 nM tunicamycin response; reporter increase, % at 12.5 µM; 360,000 compounds, 0.23% hits; AID 588692;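 active = mean luciferase reporter signal, scaled so untreated is 0 and the glycosylation-blocking control 100, at or above a set limit in every replicate; inconclusive = mean reaches the limit but not every replicate does; inactive = mean below the limit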;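 note: luciferase carries N-glycosylation sites so blocking glycosylation raises the light; 0% = median of neutral control wells and 100% = median of 100 nM tunicamycin wells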
# CaV13 ICDI inh – Primary screen for inhibitors of IQ motif and Ca2+-dependent inactivation inhibitor domain binding in CACNA1D, Förster resonance energy transfer in living cells, …; HEK cells, CFP/YFP FRET ICDI-IQ, plate reader, 10 min; percent FRET-ratio fall versus neutral wells; 340,000 compounds, 0.098% hits; AID 743397; inhibition, % at 12.3 µM;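 active = mean replicate inhibition of at least 30% and at least 1% of replicates passing that level; inconclusive = only one of the two criteria is met; inactive = neither criterion is met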;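 note: 0% = median of the neutral control wells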
# aDG glyco act – increases alpha dystroglycan glycosylation. 360,000 compounds, 0.22% hits. Pro5-aDG cells, alpha-DG glycosylation AlphaScreen (IIH6); 0% Pro5, 100% B10-LARGE cell signal. activation, % at 10 µM;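 active = activation of at least 8% versus controls, or a plate z-score of at least 8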;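 note: Pro5 are CHO cells carrying HIG-tagged alpha-DG that lacks glycosylation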
# PDI turbidity – blocks human protein disulfide isomerase activity; inhibition, % at 10 µM; AID 588391; PDI insulin aggregation turbidity, A650, 90 min; 350,000 compounds, 0.052% hits; P07237;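 active = mean inhibition across replicates of 30% or more, whatever share of single replicates reach that level; inconclusive = mean inhibition below 30% while every single replicate reaches 30%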;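 note: absorbance from insulin aggregation driven by PDI reduction with DTT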
# Target sequence (P07237 whole entry, looked up): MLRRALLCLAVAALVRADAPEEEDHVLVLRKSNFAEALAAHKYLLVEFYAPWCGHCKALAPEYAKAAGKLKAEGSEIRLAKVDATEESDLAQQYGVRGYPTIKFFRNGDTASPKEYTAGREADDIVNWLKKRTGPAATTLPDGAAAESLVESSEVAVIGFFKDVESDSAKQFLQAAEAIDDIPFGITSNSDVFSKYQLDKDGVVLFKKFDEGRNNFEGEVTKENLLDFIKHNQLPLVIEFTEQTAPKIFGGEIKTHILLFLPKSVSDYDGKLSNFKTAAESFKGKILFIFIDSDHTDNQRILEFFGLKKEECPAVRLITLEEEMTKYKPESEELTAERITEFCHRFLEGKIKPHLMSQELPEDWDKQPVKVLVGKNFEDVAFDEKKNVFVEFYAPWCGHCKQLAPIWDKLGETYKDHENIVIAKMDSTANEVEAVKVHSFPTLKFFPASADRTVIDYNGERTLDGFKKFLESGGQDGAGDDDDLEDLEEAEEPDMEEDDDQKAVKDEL
# iPSC survival up – enhancers of human iPSC single-cell survival | hiPSC single-cell survival, ATPlite luminescence; 100% = ROCK inhibitor wells, 0% = DMSO | survival enhancement, % at 20 µM | 360,000 compounds, 0.044% hits | AID 602274; in the data active = survival enhancement above about 18%;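 note: cells exposed to compounds for 16 hours before the ATP read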
# Exocytosis inh – lytic granule exocytosis inhibition | TALL-104 LAMP-1 surface exposure, flow cytometry; cells stimulated with thapsigargin and PMA | inhibition, % at 10 µM | 360,000 compounds, 0.66% hits | AID 651702;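 active = inhibition above about 55%, limit read from the data; inconclusive = no clear call, values can overlap the other calls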
# ABCB6 inh 2 – human ABCB6 transporter inhibition; K562-ABCB6 porphyrin accumulation, flow cytometry, 1 h; hits give low values; fluorescence ratio to DMSO, % at 10 µM; 360,000 compounds, 0.19% hits;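 active = fluorescence ratio to DMSO below 75%, the collection mean minus 3 SD; inconclusive = too few cells collected in the well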;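 note: signal is porphyrin accumulated inside mitochondria; 100% equals median channel fluorescence of DMSO control wells; lower ratio means ABCB6 inhibition with less porphyrin fluorescence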
# Vif inh – blocks HIV Vif function | HEK293T cells, Vif self-association by quenched fluorescence, imaging, 24 h | inhibition, % at 7.49 µM | 340,000 compounds, 0.35% hits | AID 602346; in the data active = inhibition above about 50%, passing the limit was not always enough; inconclusive = no clear call, values can overlap the other calls; inactive = below about 31%; note: some results filed as inactive read as strong as hits
# Active calls of the source: *; ? = inconclusive; . = no result given.
# The line under a structure holds: Cardio protect	HTR2A ag	Glyco luc inh	CaV13 ICDI inh	aDG glyco act	PDI turbidity	iPSC survival up	Exocytosis inh	ABCB6 inh 2	Vif inh
1	O=C(CN1CCCN(Cc2ccc(F)cc2Cl)C1=O)NC1CCCCCCC1
    -3	-5	0	-6	0.9	-8	-2.2	-4	99	-16
2	Cc1cccc(C)c1N1CCN(S(=O)(=O)c2ccccc2)CC1
    -4	-2	-4	-5	-0.1	3	0.0	-2	93	2
3	Cc1cc(OCC(=O)NCCc2c[nH]c3ccccc23)c2c(C)c(C)c(=O)oc2c1
    24	4	4	.	-0.3	.	-0.6	21	96	3
4	COc1ccc(Br)cc1S(=O)(=O)N(CC(=O)N1CCOCC1)c1ccccc1
    4	2	3	.	0.0	-1	0.5	3	102	0
5	COc1ccc(C(=O)c2ccc(OC)c(Br)c2)cc1Br
    0	-3	3	-2	0.0	-3	0.4	-2	97	-5
6	CC1(C(=O)Nc2ccc3c(c2)OCO3)CCN1C(=O)Cc1cc(F)ccc1F (stereo not given)
    3	-1	0	-11	-0.1	9	2.2	1	98	-15
7	CCN1C(=O)c2cccc3c(S(=O)(=O)N4CCCC4C(=O)O)ccc1c23 (stereo not given)
    3	1	0	-6	0.0	10	1.1	60*	93	3
8	c1ccc(OCc2noc(CN3CCC(C4CCCCC4)C3)n2)cc1 (stereo not given)
    -4	-2	-2	-4	0.0	-10	-0.6	-1	100	.
9	CC1=CC(C)C(C[N+]2(C)CCCCC2)C(C)C1 (stereo not given)
    0	-1	2	7	-0.5	-4	2.1	0	99	-18
10	O=S(=O)(Nc1ccc2c(c1)OCO2)c1ccc(Cl)cc1F
    -1	5	-2	-2	0.2	-3	-1.4	2	96	.
11	Cc1cc(C)n(-c2nc3ccccc3nc2N2CCN(C(=O)c3ccc(F)cc3)CC2)n1
    7	4	-2	.	-0.3	-5	0.8	-1	102	-4
12	CCn1cc(C(=O)O)c(=O)c2cc(F)c(N3CCN(C(=S)NC(=O)c4ccc(F)cc4)CC3)cc21
    5	5	4	-3	-0.1	-5	-0.4	2	98	10
13	O=C1NNC(c2ccccc2)=N/C1=C\c1ccccc1Cl
    -2	11	7	1	0.0	?	-0.6	11	92	-2
14	CCc1nc(NC(=O)Cc2csc(C)n2)sc1C(=O)OC
    2	-2	3	-21	0.0	-6	-0.6	-7	89	-16
15	Cc1ccc2oc(=O)cc(CN3CCC(C)CC3)c2c1
    -2	2	-3	-6	0.0	-5	0.5	-2	98	-15
16	CCOC(=O)CN(C(=O)COc1nc(-c2ccccc2)cc(C)c1C#N)c1ccc(C)cc1
    0	-5	-2	4	0.3	-1	0.4	2	96	3
17	COC(=O)[C@@]1(Sc2ccc(C)cc2)CC(=O)N(c2ccc(Cl)cc2)[C@@H]1c1ccccc1
    .	-3	.	-7	-0.1	.	-0.8	-12	92	.
18	Cc1nc(-c2ccc(S(=O)(=O)N3CCCCCC3)cc2)cs1
    -24	2	-4	-5	0.5	-3	-1.2	0	99	-10
19	CCOc1ccc(N(CC(=O)Nc2c(C)cccc2C)S(=O)(=O)c2c(C)[nH]c(=O)[nH]c2=O)cc1
    0	2	0	2	0.1	-4	0.1	-3	91	0
20	CCOC(=O)c1ccccc1Nc1cc(C)nc2nc(C)nn12
    5	2	-6	-4	0.2	.	2.4	3	107	8
21	O=C(Cn1ccsc1=NC(=O)C(F)(F)F)c1ccccc1
    -8	0	0	1	0.5	-3	-2.4	-5	87	0
22	COc1cc(/C=C/C(C)=O)cc(OC)c1OC
    14	1	6	-3	0.4	-2	-4.4	5	91	21
23	O=C(Nc1nncs1)C1COc2ccccc2O1 (stereo not given)
    -2	2	-2	-4	-0.1	0	-3.9	-2	108	-4
24	O=C(O)C1C2CCC1C(O)C2 (stereo not given)
    6	11	1	-5	-0.1	5	2.3	7	106	-2
25	COc1ccccc1N1CCN(/N=C/c2ccc(C(=O)O)cc2)CC1
    2	3	-6	-4	-0.2	-2	0.1	13	97	9
26	CC(=O)Nc1ccc(C2Nc3ccccc3C(=O)N2C2CCCCC2)cc1 (stereo not given)
    5	0	2	-4	0.2	2	-1.6	-2	101	0
27	Cc1ccc(S(=O)(=O)N2CCN(C(=O)N3CCOCC3)C2C)cc1 (stereo not given)
    -2	1	1	-4	0.9	-1	6.8	2	95	-25
28	CCC1CCC(C(=O)NC(C(=O)Nc2ccc3c(c2)OCCO3)C(C)C)CC1 (stereo not given)
    -3	-2	-2	-3	0.2	7	0.4	-1	91	6
29	O=C(Nc1ccc2sccc2c1)c1cccc(N2C(=O)CCC2=O)c1
    6	-3	-1	-7	0.3	11	0.6	4	97	5
30	Cc1ccc(C(=O)c2cccc(N)c2)cc1C
    -1	-2	0	-2	0.1	-1	-0.1	-6	99	-13

# Next compounds
# The line under a structure holds: Cardio protect	HTR2A ag	Glyco luc inh	CaV13 ICDI inh	aDG glyco act	PDI turbidity	iPSC survival up	Exocytosis inh	ABCB6 inh 2	Vif inh
31	CCCC(C)(C)C(=O)N1CCC1(C)C(=O)Nc1ccc2c(c1)OCCO2 (stereo not given)
    0	2	-2	-13	-0.2	-8	-1.8	-5	105	1
32	Cc1cc(N2CCN(C(=O)c3ccco3)CC2)c2ccccc2n1
    10	-6	2	-4	0.7	0	-0.7	0	92	12
33	COc1cccc2sc(N3CCN(C(=O)c4ccco4)CC3)nc12
    8	1	2	-5	1.8	-1	0.6	-2	97	-9
34	CCN(CC(=O)Nc1c(F)cccc1F)C(=O)c1ccc(C(F)(F)F)cc1
    1	2	-1	-20	-0.1	-1	0.1	-7	126	-17
35	O=C(c1cnn2c(C(F)F)cc(-c3ccccc3)nc12)N1CCSCC1
    4	1	0	-4	0.0	6	-0.2	0	104	-5
36	CC(C)C[C@H]1CN([C@@H](Cc2ccc(O)cc2)CN2CCC[C@@H]2CN2C(=S)NC[C@@H]2Cc2ccccc2)C(=S)N1CCc1ccccc1
    -8	-7	-10	-10	1.0	.	-2.5	20	98	26
37	Cc1c(CCO)c(=O)[nH]n1C(=O)c1c(F)cccc1F
    8	3	0	-3	-0.1	4	-2.1	-2	95	-2
38	CC(Oc1ccc(Cl)cc1)C(=O)Nc1sccc1C(N)=O (stereo not given)
    -9	-7	0	8	0.3	2	0.5	1	98	-9
39	O=C(COC(=O)CNC(=O)C1CCCCC1)Nc1ccc(Cl)cc1F
    2	14	1	-6	0.0	1	-0.3	1	100	1
40	Cc1noc(C)c1COc1ccccc1C(=O)N1CCN(S(=O)(=O)c2ccccc2Br)CC1
    -1	-3	-17	-2	-0.1	0	8.7	-13	101	7
41	CN1CCN(C(=O)C(N)Cc2ccccc2)CC1 (stereo not given)
    10	3	1	-4	-0.1	1	0.5	-1	90	.
42	COc1cccc(CN2CCCC(C(=O)N3CCCCC3)C2)c1 (stereo not given)
    2	3	1	-4	0.1	-1	-0.4	0	95	1
43	c1ccc(-c2ccccc2-c2nc(-c3cccnc3)no2)cc1
    -3	1	-1	.	0.7	-8	6.9	93*	110	.
44	Cc1cc(C)cc(N(C(=O)CNC(=O)c2ccco2)C(C(=O)NC2CCCCC2)c2ccncc2)c1 (stereo not given)
    -3	-5	1	-5	0.0	6	0.3	-2	96	12
45	N#CCC(=O)N/N=C/c1ccc(Sc2nc3ccccc3s2)o1
    1	1	7	-8	-0.1	9	-0.4	0	97	-6
46	O=C(C[C@@H]1C/C=C\C[C@H](NC(=O)OCC2c3ccccc3-c3ccccc32)C(=O)OC[C@@H]2CCCN2C1=O)N[C@@H](CO)Cc1ccccc1
    -10	4	-2	-4	3.7	0	0.6	11	94	4
47	Cn1nccc1C(=O)Nc1sc2c(c1C(N)=O)CCCC2
    -17	-1	2	-7	-0.2	-19	-0.7	-3	99	8
48	CN(CCC1CCOCC1)C(=O)CC1C(=O)NCCN1Cc1c(F)cccc1Cl (stereo not given)
    -2	0	0	-6	-0.2	5	0.4	0	106	0
49	CN(Cc1ccccc1)S(=O)(=O)c1cccc(C(=O)O)c1
    2	-2	2	8	-0.3	-2	0.2	-4	104	5
50	O=C(CSc1ncn[nH]1)NCc1ccc(Cl)cc1
    -3	-1	0	-3	0.1	-7	0.7	-4	96	-9
51	COc1cccc(CN2CC(C(=O)NCCCCc3ccccn3)CCC2=O)c1 (stereo not given)
    -2	7	0	.	0.1	-9	-0.3	-4	102	-3
52	N#C/C(=C\C=C\c1ccccc1)c1nc(-c2ccc3c(c2)OCO3)cs1
    -1	3	1	-1	-0.2	1	0.5	-3	106	-3
53	COc1ccccc1CC(NC(C)=O)C(=O)NC1CCN(S(=O)(=O)c2ccccc2)CC1 (stereo not given)
    -1	-3	1	-7	0.0	-17	0.2	-7	90	6
54	C=CCn1c(CC(C)(C)C)nc2ccccc21
    4	2	0	12	-0.2	1	-2.3	0	98	0
55	COc1ccc(/C=N/n2nnnc2N)cc1OC
    6	3	3	-2	0.1	6	1.4	-6	102	13
56	Cc1c(/C(O)=C2/C(=O)C(=O)N(CCN3CCOCC3)C2c2ccccn2)cnn1-c1ccccc1 (stereo not given)
    1	-3	-7	-4	0.0	-2	0.4	-4	102	-7
57	Cc1cc(C)c2oc(C(=O)N3CCN(C)CC3)cc(=O)c2c1
    -2	0	0	-13	0.0	12	1.4	2	97	-2
58	O=C1c2ccccc2S(=O)(=O)N1Cc1c(F)cccc1Cl
    20	-7	1	-3	-0.1	-3	-0.4	-11	97	-21
59	CN(C)N=Nc1ccc(S(=O)(=O)N2CCSC2C(=O)O)cc1 (stereo not given)
    7	-1	2	-6	-0.1	4	4.6	0	108	16
60	COc1ccc(Cn2c(=O)[nH]c3cc(C(=O)Nc4ccccc4C)ccc32)cc1
    -7	-6	-2	-21	0.0	2	-0.6	-7	117	-3

# Other entries:
# The line under a structure holds: Cardio protect	HTR2A ag	Glyco luc inh	CaV13 ICDI inh	aDG glyco act	PDI turbidity	iPSC survival up	Exocytosis inh	ABCB6 inh 2	Vif inh
61	Cc1ccccc1OCC(=O)NC(C)c1ccccc1 (stereo not given)
    1	3	-2	-4	0.0	6	-0.4	-5	99	-2
62	COc1cc(C(=S)N2CCOCC2)cc(OC)c1OC(=O)c1ccc([N+](=O)[O-])cc1[N+](=O)[O-]
    6	9	6	-4	0.0	-14	-1.0	17	100	34
63	COCCNC(=O)CN(C)S(=O)(=O)c1ccc2c(c1)OCCO2
    10	3	0	-4	0.0	-2	-2.3	-1	100	2
64	Cc1cc(S(=O)(=O)N2CCCC2)ccc1OCC(=O)NC1CCCC1
    5	2	0	-4	-0.2	1	-1.9	0	97	14
65	O=C(c1ccco1)N1CCN=C1SCc1ccccc1F
    -3	3	-3	-9	0.6	-4	2.4	5	105	-2
66	Clc1ccc(OCc2nn3c(-c4ccccc4)nnc3s2)c(Cl)c1
    -19	2	1	-7	5.0	-6	6.6	2	91	8
67	COc1ccc(/C=N/NS(C)(=O)=O)c(OC)c1
    3	0	0	-4	-0.3	-3	-0.5	-2	101	8
68	O=C(CSc1nnc(-c2ccco2)n1Cc1ccccc1)NC(=O)NCc1ccccc1
    -2	-1	0	-5	0.9	-46	-0.1	0	87	.
69	CN(C)S(=O)(=O)c1ccc(C(=O)NCc2nnc(SCC(=O)c3ccccc3)o2)cc1
    -7	0	-2	-6	-0.6	-3	0.4	7	95	1
